Screening results from PubChem BioAssay.
BoNT-A LC inh2: blocks Botulinum neurotoxin A light chain protease | multiplex microsphere protease substrate cleavage, flow cytometry | inhibition, % at 10 µM | 360,000 compounds, 0.17% hits; also: plate controls were buffer without enzyme for full effect and enzyme alone for no effect
CCHF vOTU inh: CCHFV vOTU protease inhibition; Pep-AMC fluorescence; inhibition, % at 11.5 µM; 370,000 compounds, 0.55% hits; AID 651958; in the data active = inhibition above about 30%; also: 0% = vehicle wells with enzyme and 100% = no enzyme wells
PrPC TRFRET: reduces human prion protein on the cell surface. P04156. cell surface PrPC, TR-FRET read-out. inhibition, % at 13.8 µM. 370,000 compounds, 0.43% hits. AID 720596; in the data active = inhibition above about 24%; also: 0% = median of the test wells and 100% = reference compound wells
Rv3671c inh: inhibits the M. tuberculosis serine protease Rv3671c. P9WHR9. inhibition, % at 5.96 µM. 320,000 compounds, 0.048% hits. AID 2606; in the data active = inhibition above about 38%;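 also: extracellular domain of Rv3671c used as enzyme; 0% = enzyme with DMSO and 100% = no enzyme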
Target sequence (P9WHR9 whole entry, looked up, the tested form may be a part): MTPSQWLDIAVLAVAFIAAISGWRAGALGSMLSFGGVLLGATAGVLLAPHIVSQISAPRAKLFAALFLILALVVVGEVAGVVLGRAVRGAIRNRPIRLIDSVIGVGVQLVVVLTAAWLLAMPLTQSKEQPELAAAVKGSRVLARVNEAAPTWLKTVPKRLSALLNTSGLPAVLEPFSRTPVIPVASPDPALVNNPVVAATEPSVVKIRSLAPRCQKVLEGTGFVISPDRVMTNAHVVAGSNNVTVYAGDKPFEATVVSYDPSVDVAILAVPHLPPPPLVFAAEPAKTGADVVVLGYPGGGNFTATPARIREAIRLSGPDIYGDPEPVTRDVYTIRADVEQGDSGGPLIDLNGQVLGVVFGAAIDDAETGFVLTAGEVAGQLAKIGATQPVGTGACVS
BoNT-F LC inh: blocks Botulinum neurotoxin F light chain protease. inhibition, % at 10 µM. 360,000 compounds, 0.22% hits. AID 588497. Multiplex microsphere protease cleavage assay, flow cytometry; in the data active = inhibition above about 35%, passing the limit was not always enough; inconclusive = no clear call, values can overlap the other calls; also: plate controls were buffer without enzyme for full effect and enzyme alone for no effect
MazF activator: activators of E. coli MazEF toxin-antitoxin RNase | P0AE70 | FAM/BHQ RNA-DNA oligo cleavage fluorescence, 5 h | activation, % at 20 µM | 350,000 compounds, 0.32% hits | AID 504720; in the data active = activation above about 50%
Target sequence (P0AE70 whole entry, looked up): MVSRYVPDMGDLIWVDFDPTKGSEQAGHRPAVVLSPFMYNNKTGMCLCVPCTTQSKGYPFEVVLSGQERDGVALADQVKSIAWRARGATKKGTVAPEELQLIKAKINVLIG
VHR inh abs: inhibitors of human VHR1 phosphatase (DUSP3). recombinant VHR phosphatase, pNPP absorbance. inhibition, % at 13.3 µM. 290,000 compounds, 0.52% hits. P51452; in the data active = inhibition above about 50%; also: some compounds called inactive have numbers as strong as hits
Target sequence (P51452 whole entry, looked up): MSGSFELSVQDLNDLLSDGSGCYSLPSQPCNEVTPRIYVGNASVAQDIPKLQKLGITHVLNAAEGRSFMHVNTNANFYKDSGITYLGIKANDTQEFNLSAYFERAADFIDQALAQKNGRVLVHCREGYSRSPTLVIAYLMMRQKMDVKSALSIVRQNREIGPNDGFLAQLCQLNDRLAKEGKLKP
3CLpro inhibitor: SARS-CoV 3CLpro protease inhibition; 290,000 compounds, 0.14% hits; P0C6X7; recombinant SARS-CoV 3CLpro, quenched FRET peptide cleavage; inhibition, % at 6 µM; in the data active = inhibition above about 12%
SSB-PriA inh: inhibitors of Klebsiella pneumoniae PriA binding to SSB C-terminal tail; AlphaScreen SSBct-PriA binding, biotinylated peptide; inhibition, % at 33 µM; 430,000 compounds, 0.6% hits; AID 1272365; in the data active = inhibition mostly above about 37%, no sharp cut-off; inactive = mostly below about 20%;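 also: plate controls were negative control peptide for no effect and reference peptide for full effect; strong numbers were not always called active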
Anthrax LF inh2: anthrax lethal factor protease inhibition; P15917; multiplex microsphere protease cleavage assay, LF; inhibition, % at 10 µM; 360,000 compounds, 0.12% hits; AID 588501; also: plate controls were buffer without enzyme for full effect and enzyme alone for no effect
Starred values were filed as active, the others as inactive; ? = inconclusive; / = no result given. Rule as the data show it, unless noted: active = inhibition above about 30%; inconclusive = no clear call, values can overlap the other calls; inactive = below that. Not all compounds are listed; the hit share may differ from the screen's.

Results follow in this order: SSB-PriA inh	PrPC TRFRET	MazF activator	BoNT-A LC inh2	CCHF vOTU inh	3CLpro inhibitor	Rv3671c inh	VHR inh abs	Anthrax LF inh2	BoNT-F LC inh
- CN(CCCN1CCOCC1)C(=O)c1cc(COc2ccc(F)cc2F)on1
    8	0	-2	-0.7	-5	-2	6	7	-1	-10
- Cc1cc(C)n(CCNS(=O)(=O)c2ccccc2)n1
    6	4	7	-1.6	11	0	1	26	-3	-11
- CCCCNS(=O)(=O)c1ccc(NC(=O)C2c3ccccc3Oc3ccccc32)cc1
    0	3	2	-1.1	-4	0	-13	5	-1	-10
- CC(C)c1cc(C(=O)OCC(=O)NC2CCS(=O)(=O)C2)c(O)c(C(C)C)c1 (centres undefined)
    /	8	-1	-0.4	2	/	/	/	-4	1
- CN1CCN(C2=NC3(CCCC3)C(C#N)C(=O)N2)CC1 (centres undefined)
    -12	0	10	-1.6	-7	-9	0	14	6	-10
- CC(C)(C)NC(=O)NC(=O)CSc1n[nH]c(-c2ccccc2Br)n1
    -2	7	5	-0.2	7	5	-7	30	-4	-1
- Cc1ccc2nc(C)c3c(c2c1)COC3
    -7	-11	0	-0.1	-1	1	-7	12	-1	1
- CCC(=O)Nc1c(-c2ccccc2Cl)c(=O)c2ccccc2n1CC
    -2	1	5	-0.2	6	-7	-2	-5	-8	-6
- O=[N+]([O-])c1ccc(Oc2c(F)c(F)nc(N3CCCC3)c2F)cc1
    12	-4	4	-0.3	10	0	1	0	-3	-7
- COc1cc(C)nc(NC(=O)NC(=O)c2ccc(C(F)(F)F)cc2)n1
    -3	12	13	1.9	-2	0	-2	-2	0	6
- Clc1cccc2sc(N3CCCC3)nc12
    -32	1	-2	-0.4	-17	-2	6	2	-8	-17
- COc1ccc(-c2nc3ccc(Br)cn3c2Cc2cccc(Cl)c2)cc1OC
    /	27*	/	8.9	15	/	/	/	13	-7
- Fc1ccc(-c2nnsc2Sc2ccccn2)cc1
    -13	0	-30	-0.1	-10	0	3	-3	7	-5
- C#CCNC(=O)C1=C[C@H](C2CCCCC2)[C@@H](CCCO)[C@H](OCC)O1
    -5	5	-5	0.4	6	0	0	16	-4	-6
- CCN(CC)c1ccc(CC2C(=O)N(C)C(=O)N(C)C2=O)cc1
    4	/	-41	1.7	/	2	-44	28	-2	0
- CCCN=C1N(CC)C[C@@H]2[C@@H]3C(=O)N(C)C(=O)[C@@H]3[C@](C)(C(=O)OC)N12
    -10	-1	-5	-0.4	-7	/	/	/	1	-2
- Cn1c(CSc2nc3ccccc3s2)nnc1SCC(=O)NCCCN1CCOCC1
    -30	2	4	0.7	6	2	-4	-23	2	6
- CC1CN(Cc2ccccc2Cl)CC(C)O1 (centres undefined)
    -3	-1	3	0.2	8	5	5	0	-4	11
- CC(=O)c1ccc(N2CCN(c3ncccn3)CC2)c([N+](=O)[O-])c1
    6	-16	1	-4.9	12	0	-13	38	3	-23
- CCOC(=O)/C(C#N)=C1\CCCN1CC(N)=S
    -10	2	3	-0.5	6	6	6	15	-2	-3
- COC(=O)c1ccc(Oc2ccc3nncn3n2)cc1
    -4	-6	2	-1.2	-1	2	-7	22	-4	-8
- CC(=O)Nc1ccc(S(=O)(=O)N(C)CC(=O)OCC(=O)Nc2ccc3c(c2)OCO3)cc1
    -20	7	10	2.8	-1	-4	-2	-4	1	-5
- Cc1ccc(/C=C(/NC(=O)c2ccccc2)C(=O)NCCc2c[nH]c3ccccc23)o1
    19	-4	1	0.1	12	3	10	10	-5	-9
- Cc1cc2c(cc1S(=O)(=O)CCC(=O)NC1CCC(C)CC1)OCC(=O)N2 (centres undefined)
    -11	2	1	-0.9	6	-3	-5	-2	3	-13
- Cc1nc2ccccc2c(=O)n1-c1cccc(NC(=O)c2cccs2)c1
    -2	-2	5	-1.8	-4	/	-3	/	-4	-7
- COc1ccc(C(=O)NCC(=O)OCc2ccc([N+](=O)[O-])cc2)cc1
    -7	-5	-12	-0.9	-7	2	8	16	-2	-2
- CCOC(=O)/C(C#N)=N/Nc1ccccc1OC
    /	1	65*	0.2	11	-1	1	-5	-1	-4
- Nc1nnc(SCC(=O)Nc2cccc(Cl)c2)s1
    -17	8	7	2.1	-1	/	/	/	-4	5
- N[C@@H](Cc1cc(I)c(O)c(I)c1)C(=O)O
    -2	5	-15	0.0	7	-2	-6	-3	0	-9
- COc1ccc(NC(=O)CN(C)S(=O)(=O)c2ccc3c(c2)CCC(=O)N3)c(OC)c1
    -12	11	-4	-0.1	13	4	4	27	-7	1
- O=C1c2ccccc2S(=O)(=O)N1CCS(=O)(=O)c1ccc(F)cc1
    -5	4	14	0.1	1	-5	0	6	6	-8
- C/C(=N\N=C(/N)SC1CC(=O)N(c2ccc(Cl)c(Cl)c2)C1=O)c1cccs1 (centres undefined)
    /	-2	-9	-1.8	-12	1	-139	10	-4	-9
- C(=N\N1CCN(C(c2ccccc2)c2ccccc2)CC1)/c1ccc2c(c1)OCO2
    /	1	-9	-0.1	-8	3	3	30	-4	-3
- CCC(=O)Nc1cc(C(C)C)c(O)cc1C
    -7	6	4	0.3	0	1	3	14	1	5
- O=C(Cn1[nH]c(=O)c2ccccc2c1=O)OCC(=O)N1CCCc2ccccc21
    -9	-4	6	-0.5	-4	4	6	22	-10	9
- COCCCN(C(=S)Nc1ccc(C)cc1Cl)C(C)c1ccncc1 (centres undefined)
    -2	11	-5	0.0	-3	8	7	-5	1	-5
- CSC1=NCCN1C(=O)c1ccc(Br)o1
    -9	-2	6	-1.4	-1	-1	-8	0	-10	-1
- Cc1c(C)n(C(=O)CSc2nccn2C)c2ccccc12
    -3	3	3	1.9	22	2	2	25	6	?
- CN(C(=O)CSc1nc2ccc(Cl)cc2[nH]1)C1CCS(=O)(=O)C1 (centres undefined)
    6	-4	3	/	1	/	3	/	/	/
- CC1C(C(=O)Nc2ccccc2)CCCC1(C)C(=O)O (centres undefined)
    1	-1	1	0.7	3	3	-2	45	?	6
- CCCNC(=O)C1(C)CCN(C(=O)c2ccc(C)c(F)c2)C1 (centres undefined)
    /	-5	/	-0.5	-9	/	/	/	-3	-2
- O=C1CCN(C2CCN(Cc3nc(Cc4ccccc4F)no3)CC2)CCN1
    -3	1	6	0.3	-9	-1	0	17	-1	-2
- COc1ccccc1OCc1nc(C#N)c(N2CCCC2)o1
    -1	13	-2	0.0	5	3	2	16	-4	2
- CN(C(=O)CSc1nnc2n1CCCCC2)C1(C#N)CCCCC1
    -7	-4	1	0.6	5	/	5	/	2	-14
- O=C(NNC(=O)C1CCCCC1)C(=O)NC1CCCCC1
    -23	-1	2	0.2	-12	6	11	-8	3	-3
- CCOC(=O)Cc1c(-c2cccc(Br)c2)nc2c3ccccc3ccn12
    /	0	/	0.8	17	/	/	/	3	-12
- Oc1ccccc1CNc1cccc2cccnc12
    20	-18	4	0.6	52*	3	-46	-12	-9	-17
- CCOC(=O)C(NC(=O)Nc1cccc(C)n1)(OCC(F)(F)F)C(F)(F)F (centres undefined)
    -9	2	-2	-0.8	-3	-2	0	15	4	-4
- O=C(Cc1ccccc1[N+](=O)[O-])NCc1ccc(Cl)cc1Cl
    -4	-7	2	0.6	6	6	10	-25	0	-4
- CCOc1ccc(N2CC(C(=O)N3CCCCC3)CC2=O)cc1 (centres undefined)
    6	4	8	-2.4	9	4	-2	-11	-4	-1

Additional records.
Results follow in this order: SSB-PriA inh	PrPC TRFRET	MazF activator	BoNT-A LC inh2	CCHF vOTU inh	3CLpro inhibitor	Rv3671c inh	VHR inh abs	Anthrax LF inh2	BoNT-F LC inh
- COc1ccc(-c2ccc(-c3noc(C)n3)c(OC)n2)cc1
    -13	2	-11	-0.7	-25	-1	-9	22	-2	-17
- CN(C)N=Nc1nc[nH]c1C(N)=O
    -4	2	10	0.1	6	/	6	/	1	-4
- CCOC(=O)C1=C(O)/C(=C\c2cc(C)n(-c3ccc(F)cc3)c2C)N=C1C
    -8	3	1	1.2	-4	0	6	-5	-6	-29
- Cc1ccc(C(=O)N/N=C\c2cccc(OC(=O)c3cccc(F)c3)c2)cn1
    /	3	3	0.5	2	-2	1	36	-4	5
- CCC(=O)N1CCN(c2cc3c(cc2F)c(=O)c(C(=O)O)cn3CC)CC1
    -6	2	1	0.0	-8	/	6	/	-1	2
- CC(C)CNC(=O)NC1C(NC(=O)NCC(C)C)N(C)C(=O)N1C (centres undefined)
    -12	-7	2	0.0	15	0	-3	-4	0	-16
- O=C(N/C(=C/c1ccc(Br)cc1)C(=O)N1CCCC1=O)c1ccco1
    -1	3	4	-0.5	6	-7	-3	21	2	1
- COc1ccc(COc2cc(-c3cccc(OC)c3)nc3ccc(NC(C)=O)cc23)cc1
    -3	1	-8	-0.1	-58	-3	-135	-11	2	1
- COCCSc1nc(N)c(NC(=O)c2ccc(OC)cc2)c(=O)[nH]1
    -4	-3	-3	-0.4	-2	-4	-6	22	-1	-5
- CCC(=O)Nc1ccccc1C(=O)NC1CCCCC1
    -28	-7	6	1.8	7	1	-1	18	0	3
- CC(C)n1nnnc1SCC(=O)c1c(N)n(C2CC2)c(=O)[nH]c1=O
    -14	-3	-2	/	0	/	-4	/	/	/
- CNC(=O)CC1C(=O)N(Cc2ccccc2)C(=S)N1NC(=O)c1cccc(F)c1 (centres undefined)
    -4	5	8	-0.1	-6	2	-12	-2	-1	-2
- CN1CCN(C(=O)CN(c2cccc(Cl)c2)S(=O)(=O)c2ccccc2)CC1
    -7	2	8	-0.9	-12	5	4	5	-3	-11
- O=C(O)CC/C(=C\c1ccc2c(c1)OCO2)c1nc2ccccc2s1
    10	-2	60*	0.0	12	4	-2	7	-2	3
- C=CCOc1ccccc1C1NC(=O)NC(C)=C1C(=O)NCc1ccccc1 (centres undefined)
    -5	4	3	?	-11	-1	-4	12	1	-5
- S=c1[nH]nc(-c2ccccc2)n1C1C=CCCC1 (centres undefined)
    2	8	0	-0.8	4	4	-1	-1	2	-3
